# Screening data (PubChem BioAssay)
# APJ ag: agonists of human apelin receptor APJ, primary screen, CHO-K1 cells, PathHunter beta-arrestin, luminescence | P35414 | AID 2520, 2010 | activation, % at 20 µM | 0% DMSO wells, 100% apelin | 0.11% of 330,000 active;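 active = activation more than six SD over the plate average, tested at 20 µM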;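 also: 0% = DMSO alone and 100% = apelin-13 at 10 nM; some results filed as inactive read as strong as hits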
#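 Material: engineered CHO-K1 APJ arrestin reporter cells; amount: 1000 CHO-K1 reporter cells seeded per well; incubation: compound stimulation 90 min at 25 °C, detection 60 min; signal: luminescent beta-gal fragment complementation, chemiluminescent substrate; read-out basis: APJ agonist activity; controls: DMSO-only wells as negative, 10 nM Apelin-13 as positive control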
# EBI2 block: EBI2 receptor antagonists, beta-arrestin recruitment, primary screen, cell-based, luminescence, 7a,25-OHC stimulation, uHTS; inhibition, % at 5 µM; 0.81% of 360,000 active; AID 651636, 2012; 7a,25-OHC stimulated; G-protein coupled receptor 183 (Homo sapiens), P32249; in the data active = inhibition above about 38%;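 also: enzyme fragment complementation signal reports receptor beta-arrestin coupling in cells; 0% = agonist plus DMSO wells and 100% = wells without agonist; some results beyond the cut were filed as inactive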
# CCR6 antag: CCR6 receptor antagonists, primary screen, cell-based, CHO-K1, luminescence, beta-arrestin, uHTS; CHO-K1 CCR6 PathHunter beta-arrestin, CCL20-stimulated; C-C chemokine receptor type 6 (Homo sapiens), P51684; inhibition, % at 20 µM; 0.49% of 340,000 active;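 active = compounds whose inhibition of the agonist-driven luminescence signal at 20 µM reaches about 50%, limit read from the data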;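 also: cells stimulated with CCL20 at 14 nM final; plate controls were DMSO with CCL20 for no effect and DMSO without agonist for full effect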
# Target sequence (P51684 whole entry, looked up): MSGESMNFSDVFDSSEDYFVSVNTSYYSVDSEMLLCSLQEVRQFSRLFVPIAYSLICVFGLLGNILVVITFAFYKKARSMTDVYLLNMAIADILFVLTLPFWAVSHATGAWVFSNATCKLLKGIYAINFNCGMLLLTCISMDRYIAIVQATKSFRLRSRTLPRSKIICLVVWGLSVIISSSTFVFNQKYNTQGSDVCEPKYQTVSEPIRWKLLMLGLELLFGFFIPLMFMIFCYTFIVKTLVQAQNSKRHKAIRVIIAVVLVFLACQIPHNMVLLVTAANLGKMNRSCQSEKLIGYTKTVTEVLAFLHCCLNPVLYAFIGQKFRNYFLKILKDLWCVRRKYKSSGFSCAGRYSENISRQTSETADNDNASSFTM
# tim23-1 inh: growth inhibitors of tim23-1 mutant yeast, primary screen, luminescence, uHTS. S. cerevisiae tim23-1 growth, BacTiter-Glo luminescence, 24 h. inhibition, % at 20 µM. 1.3% of 330,000 active;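 active = growth inhibition of the mutant yeast at or above 50%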;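 also: temperature-sensitive mutant grown at 25 °C; plate controls were DMSO-treated mutant yeast for no effect and medium wells lacking yeast for full effect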
# Mdm2 MdmX PPI: inhibitors of human Mdm2-MdmX association, primary screen, cell-based, luminescence, split luciferase, SaOS-2, uHTS. Protein Mdm4 (Homo sapiens) + E3 ubiquitin-protein ligase Mdm2 (Homo sapiens), …. 3% of 330,000 active. inhibition, % at 8 µM. SaOS-2 split-luciferase Mdm2/MdmX complementation;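 active = inhibition of at least 50% at 8 µM in the primary screen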
# XBP1 UPR activ: activators of adaptive XBP1 UPR arm, primary screen, cell-based, CHO-XBP1 luciferase reporter, luminescence, uHTS. IRE1-XBP1 UPR activation; percent of tunicamycin response, DMSO as zero. activation, % at 20 µM. 0.33% of 330,000 active;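 active = versus positive control, 20 µM dose yields 30% or more activation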;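 also: 100% = tunicamycin at 10 µg/mL and 0% = DMSO only wells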
#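 Assay system: CHO-XBP1 luciferase reporter cells; Schedule: 6 h treatment, 37 °C; Detection: glow luminescence from Steady-Glo reagent; Benchmarks: high control tunicamycin 10 µg/mL final, low control DMSO vehicle only.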
# CHOP UPR activ: activators of apoptotic CHOP UPR arm, primary screen, cell-based, CHO-CHOP luciferase reporter, luminescence, uHTS | activation, % at 10 µM | AID 449763, 2010 | 0.34% of 330,000 active | UPR activation; percent of tunicamycin response over DMSO baseline;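 active = at 10 µM dose, activation of 40% or more, normalized to positive control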;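 also: 100% = tunicamycin at 10 µg/mL and 0% = DMSO alone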
#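 Test system: CHO CHOP reporter cells. Input: 500 CHO-CHOP cells per well. Medium: F12 with 10% FBS. Technique: luciferase luminescence. Measure: percent activation relative to tunicamycin control. Dosing: 10 µM compound, 0.5% DMSO. Timing: 16-18 h cell attachment, then 6 h compound exposure, 37 °C.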
# CXCR6 block: CXCR6 receptor inhibitors, primary screen, cell-based, beta-arrestin, luminescence, CHO-K1 PathHunter, 1536-well; inhibition, % at 20 µM; 0.36% of 360,000 active; C-X-C chemokine receptor type 6 (Homo sapiens), O00574; AID 602244, 2012; in the data active = inhibition above about 34%, passing the limit was not always enough;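 also: antagonist mode with CXCL16 agonist at 10 nM final; 0% = 10 nM CXCL16 with DMSO and 100% = unstimulated wells without agonist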
# Target sequence (O00574 whole entry, looked up): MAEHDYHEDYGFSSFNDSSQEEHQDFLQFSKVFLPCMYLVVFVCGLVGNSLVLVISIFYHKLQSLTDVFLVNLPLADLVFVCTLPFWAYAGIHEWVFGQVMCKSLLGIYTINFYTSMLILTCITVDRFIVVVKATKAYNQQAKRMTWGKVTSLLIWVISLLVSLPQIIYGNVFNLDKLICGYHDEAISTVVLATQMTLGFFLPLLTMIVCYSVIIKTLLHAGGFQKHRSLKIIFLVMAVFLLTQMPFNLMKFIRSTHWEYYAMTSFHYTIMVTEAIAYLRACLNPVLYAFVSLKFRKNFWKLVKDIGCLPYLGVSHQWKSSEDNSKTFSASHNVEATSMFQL
# APJ antagonist: antagonists of human apelin receptor APJ, primary screen, CHO-K1 cells, beta-arrestin complementation, luminescence | inhibition, % at 20 µM | P35414 | 0.32% of 330,000 active;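 active = inhibition above about 40% at 20 µM, limit read from the data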;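 also: cells challenged with 10 nM apelin-13 agonist together with compound; plate controls were apelin-13 plus DMSO wells for no effect and DMSO wells lacking apelin-13 for full effect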
# An asterisk follows results filed as active.
SMILES,APJ ag,EBI2 block,CCR6 antag,tim23-1 inh,Mdm2 MdmX PPI,XBP1 UPR activ,CHOP UPR activ,CXCR6 block,APJ antagonist
CCC(O)c1c(-c2ccccc2)nn(C)c1Cl (stereo unspecified),-1,2,7,10,7,-2,-1.0,-10,-12
COc1cc(/C=C2\SC(=S)N(CCC(=O)N3CCN(C)CC3)C2=O)cc(OC)c1OC,-3,-11,12,16,26,-1,0.0,-4,-19
COc1ccc(N=C/C=C2\C=C(c3ccccc3)OC(C)(C)O2)cc1,-2,-5,8,26,41,-1,3.4,7,1
CCOc1ccc(/C=N/n2c(COc3ccccc3)n[nH]c2=S)cc1OC,-5,11,6,-1,5,0,1.6,6,11
CCCN(CCC)C(=O)Cn1c(=O)c2sccc2n2c(=S)sc(-c3ccccc3)c12,-8,2,16,7,45,1,0.4,7,29
CC(=O)/C(=N/Nc1ccccc1C)N1CCOCC1,-5,-6,14,3,0,-2,-0.8,-10,9
Cc1ccc(C(=O)NC2(C(Cl)Cl)N=C(c3ccccc3)N=C2N)cc1 (stereo unspecified),0,-10,21,11,-30,3,1.9,-11,-6
CC1CCCN(C(=O)COC(=O)COc2ccc(C#N)cc2)C1 (stereo unspecified),-2,-7,8,16,-5,-4,1.5,5,12
C/C(=N\NC(=O)C1CCCC1)c1ccc(Cl)c(Cl)c1,-3,5,-11,20,-31,0,3.0,4,-11
CCOC(=O)c1nc2ccccc2c(=O)[nH]1,-7,-8,2,9,-25,1,2.8,-5,-1
CCOc1ccc(CN2C(=O)c3ccccc3C2=O)cc1C(=O)NC1CC(C)(C)NC(C)(C)C1,-1,-2,14,9,11,-2,1.4,2,24
COc1ccc(NC(=O)CN2C(=O)c3cccc4cccc2c34)c(OC)c1,-5,4,-1,3,28,4,-4.6,-9,-14

# A draw from above in order of molecular weight, lowest first:
SMILES,APJ ag,EBI2 block,CCR6 antag,tim23-1 inh,Mdm2 MdmX PPI,XBP1 UPR activ,CHOP UPR activ,CXCR6 block,APJ antagonist
CCOC(=O)c1nc2ccccc2c(=O)[nH]1,-7,-8,2,9,-25,1,2.8,-5,-1
CCC(O)c1c(-c2ccccc2)nn(C)c1Cl (stereo unspecified),-1,2,7,10,7,-2,-1.0,-10,-12
C/C(=N\NC(=O)C1CCCC1)c1ccc(Cl)c(Cl)c1,-3,5,-11,20,-31,0,3.0,4,-11
CC1CCCN(C(=O)COC(=O)COc2ccc(C#N)cc2)C1 (stereo unspecified),-2,-7,8,16,-5,-4,1.5,5,12
COc1ccc(NC(=O)CN2C(=O)c3cccc4cccc2c34)c(OC)c1,-5,4,-1,3,28,4,-4.6,-9,-14
Cc1ccc(C(=O)NC2(C(Cl)Cl)N=C(c3ccccc3)N=C2N)cc1 (stereo unspecified),0,-10,21,11,-30,3,1.9,-11,-6
CCOc1ccc(/C=N/n2c(COc3ccccc3)n[nH]c2=S)cc1OC,-5,11,6,-1,5,0,1.6,6,11
CCCN(CCC)C(=O)Cn1c(=O)c2sccc2n2c(=S)sc(-c3ccccc3)c12,-8,2,16,7,45,1,0.4,7,29
CCOc1ccc(CN2C(=O)c3ccccc3C2=O)cc1C(=O)NC1CC(C)(C)NC(C)(C)C1,-1,-2,14,9,11,-2,1.4,2,24
COc1cc(/C=C2\SC(=S)N(CCC(=O)N3CCN(C)CC3)C2=O)cc(OC)c1OC,-3,-11,12,16,26,-1,0.0,-4,-19

# Next results.
SMILES,APJ ag,EBI2 block,CCR6 antag,tim23-1 inh,Mdm2 MdmX PPI,XBP1 UPR activ,CHOP UPR activ,CXCR6 block,APJ antagonist
CCOC(=O)c1c(-c2ccccc2)nc2ccccn12,-3,7,8,15,14,2,-1.1,0,2
Cc1ccccc1N1CCN(S(=O)(=O)c2cccs2)CC1,-3,-2,10,35,14,0,2.2,2,7
COc1ccc(Cl)cc1NC(=O)CSc1nnc(C)c(=O)n1N,1,5,-4,14,1,-3,1.8,-15,2
Cc1cc(C)c(C#N)c(SCC(=O)Nc2ccc3c(c2)OCO3)n1,-1,-5,10,-8,-56,2,1.6,2,1
Cc1cccn2cc(CNS(=O)(=O)c3ccc4ccccc4c3)nc12,-1,6,14,23,16,-2,-1.4,-15,-2
O=C(O)CCCCCNC(=O)c1cccc(Br)c1,-3,-4,1,2,-11,0,5.1,-5,12
Nc1c(C(=O)c2ccccc2)oc2ccc(Br)cc12,0,32,-1,29,-114,6,5.4,13,4
O=C(CCCSc1ccccc1)Nc1nc(-c2ccccn2)cs1,-2,-14,16,11,12,-1,-0.2,1,12
CC(C)N(C(=O)[C@H]1CC(CC(=O)NCCN2CCOCC2)C(=O)N2CCc3c([nH]c4ccccc34)[C@]12C)C(C)C (stereo partly specified),-3,-5,10,3,-8,-1,0.9,4,10
O=C(O)C1CSC2(c3ccc(Br)cc3)CCC(=O)N12 (stereo unspecified),-3,-9,2,-5,-3,2,-0.4,0,0
COc1ccc(CCNC(=O)CNC(=O)c2ccco2)cc1,4,-4,-1,7,11,-5,1.3,8,-1
COC(=O)c1cc(F)c(-n2cncn2)c(F)c1,-5,-2,-11,17,-5,0,-1.7,0,-4
CC1(C)Cc2ccccc2-c2nnc(SCC(=O)Nc3ccc4c(c3)OCO4)n21,1,-2,29,1,20,-2,-1.0,6,-1
CC(=O)C1=C(C)NC(=O)NC1c1ccccc1 (stereo unspecified),0,-11,2,13,21,-1,0.7,-3,-9
Cc1onc(C(=O)N2CCN(c3ccccc3F)CC2)c1-c1ccccc1Cl,-4,-5,24,25,8,-1,-1.2,0,13
CCN(C[C@H]1N[C@@](C)(C(=O)OC)[C@H]2C(=O)N(Cc3ccccc3)C(=O)[C@@H]12)C(=O)Nc1ccc(F)cc1,-3,-6,-14,-3,9,-1,-0.8,-1,4
Cc1cc2cc3c(cc2nc1SCC(=O)Nc1c(C)cccc1C)CCC3,-2,20,6,1,56*,-4,-1.2,-1,-5
Cc1cc(C)c(NC(=O)CSc2nc(=O)n(CCN3CCOCC3)c3c2CCC3)c(C)c1,4,8,-7,8,-21,-2,-0.2,5,-45
COc1cccc(C(=O)O/N=C(\N)c2ccc([N+](=O)[O-])cc2)c1,6,-2,-6,1,-9,2,2.3,-5,-27
Clc1cccc(CSc2ccc(-c3ccco3)nn2)c1,5,10,13,18,-32,1,4.6,0,-6
CC1CCCN(C(=O)CSc2nnc(-c3ccco3)n2C)C1 (stereo unspecified),-3,8,-6,1,14,-3,-3.2,0,-8
NNC(=O)C1=NOC2COC3(CCN(c4ncccn4)CC3)OCC12 (stereo unspecified),-4,-6,-3,8,9,-1,-0.5,-14,-16
CCn1c(SCC(=O)c2ccc(Cl)cc2)nnc1-c1ccoc1C,-3,6,11,16,-40,2,-0.2,2,6
CC(C)c1ccc(/C=C/C(=O)Nc2ccc(CN3CCOCC3)cc2)cc1,14,-1,0,24,33,-2,0.8,-4,0
COc1cc(C(=O)OCC(=O)NC23CC4CC(CC(C4)C2)C3)cc(OC)c1OC,1,-2,13,31,11,-2,-0.6,-10,-61
CNC(=O)CSc1nnc(-c2ccccc2F)n1CCc1ccccc1,-3,-1,3,12,-8,2,-1.1,-2,-6
O=C(C(Cc1ccccc1)n1cccc1)N1CCN(C2CCCCC2)CC1 (stereo unspecified),-5,4,12,11,10,3,-0.7,2,-5
Cc1csc(SCC(=O)Nc2ccc(C)c(F)c2)n1,-3,-1,7,3,-18,3,2.8,2,5
Cc1ccc(NC(=O)Nc2cnccn2)cc1,-4,-5,-5,-2,-36,-2,4.6,19,2
COc1ccc(C(CC(=O)O)c2ccc3c(c2)OCO3)cc1 (stereo unspecified),-6,-1,4,16,23,-2,-0.1,0,11
COc1ccc(CNC(=O)C(C)NC(=O)c2cc3ccccc3o2)cc1 (stereo unspecified),-7,0,-6,-11,12,-3,-4.2,3,1
CCOC(=O)N1CCN(C(=O)c2ccc(C)c(S(=O)(=O)Nc3cccc(C)c3C)c2)CC1,2,5,5,5,8,-5,0.9,8,4
S=c1[nH]nc(-c2cc(-c3ccccn3)nc3ccccc23)o1,1,-14,12,7,14,0,-1.1,14,-15
CCOC(=O)C(=O)N1c2ccccc2C(N(C(=O)C(=O)OCC)c2ccccc2)CC1C (stereo unspecified),-3,-1,14,30,-29,1,-0.3,1,12
CCCC1O[C@@H]2CC3C4CCC5=CC(=O)C=C[C@]5(C)C4C(OC(C)=O)C[C@]3(C)[C@]2(C(=O)COC(C)=O)O1 (stereo partly specified),-1,9,16,15,6,-1,2.5,7,15
CCc1ccc(/C=N/NC(=O)c2nnn(-c3nonc3N)c2C(C)C)cc1,27,1,-12,12,15,1,-0.2,-11,-31
CCN(CC)C(=O)CSc1nnc(SC(C)C(=O)NC2CC2)s1 (stereo unspecified),0,-10,-9,2,-9,-2,0.4,1,-12
O=C(CN(Cc1ccc(F)cc1)C(=O)c1csnn1)NCc1ccccc1,-2,-2,8,1,4,0,1.5,3,8
CCOc1ccc(Cc2nc(C)c(CC(=O)N3CCCCC3)c(=O)[nH]2)cc1,-3,2,-7,11,17,-5,0.2,2,13
O=C(N/N=C/c1cn(CC(=O)N2CCOCC2)c2ccccc12)c1cccnc1,1,-10,17,17,12,-3,-1.1,3,-2
Cc1ccc(CNC(=O)Cn2c(=O)n(-c3ccccc3)c(=O)c3sccc32)cc1,0,-2,16,8,-4,-2,-0.3,-1,5
CCOC(=O)[C@@H]1[C@H]2COc3cc(OC)ccc3[C@H]2N2C(=O)N(c3ccc(C)cc3)C(=O)[C@@]12C,6,0,7,17,-27,-1,-0.4,4,-12
COc1ccc(Br)c(C(=O)NC2CCCC2)c1,-2,4,-8,-2,4,0,-0.9,18,-22
O=C(CCCN1C(=O)c2ccccc2C1=O)NCc1ccco1,1,-5,-5,17,-4,-4,0.2,-9,13

# Some of the compounds tested. The share of hits here may be higher or lower than overall.
